Screening data as filed in PubChem BioAssay.
KCNQ1 pot = potentiates or activates the human KCNQ1 potassium channel; actives 0.35% (n = 310,000); AID 2648; P51787; CHO-K1 KCNQ1, thallium flux FluxOR fluorescence; hits give high values; B-score at 10 µM;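 active = fluorescence ratio B-score, a plate-corrected score, at least three library SD, with initial intensity B-score within 5 SD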
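System: CHO-K1 cells stably expressing KCNQ1 / Medium: assay buffer for compound exposure, DMSO matched across wells / Reagent: thallium- and potassium-containing depolarizing buffer / Compound: one concentration, matched DMSO / Incubation: 20 min compound pretreatment at room temperature / Measured by: kinetic FluxOR fluorescence, 10 s baseline plus 110 s post-stimulus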
KCNK3 inh = human KCNK3 channel inhibition, primary screen. CHO-KCNK3 thallium flux, FluxOR fluorescence; hits give low values. actives 0.84% (n = 340,000). B-score at 10 µM. O14649;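 active = B-score under library mean minus 4 SD, starting fluorescence ratio at most library mean plus 5 SD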;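 note: more negative B-score means stronger inhibition of thallium flux through KCNK3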
Target sequence (O14649 whole entry, looked up): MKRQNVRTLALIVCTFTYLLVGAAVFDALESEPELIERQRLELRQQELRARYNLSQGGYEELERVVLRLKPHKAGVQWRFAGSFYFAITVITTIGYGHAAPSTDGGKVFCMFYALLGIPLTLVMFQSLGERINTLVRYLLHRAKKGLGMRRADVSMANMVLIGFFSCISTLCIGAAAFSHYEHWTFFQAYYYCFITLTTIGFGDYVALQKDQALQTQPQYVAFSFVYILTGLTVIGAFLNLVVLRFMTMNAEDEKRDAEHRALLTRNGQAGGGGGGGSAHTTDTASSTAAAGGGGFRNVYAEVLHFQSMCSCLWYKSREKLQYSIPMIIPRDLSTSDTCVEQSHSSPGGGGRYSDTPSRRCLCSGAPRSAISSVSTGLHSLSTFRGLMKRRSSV
KCNK9 block = inhibitors of human KCNK9 two-pore domain potassium channel. Q9NPC2. HEK293 KCNK9, FluxOR thallium flux fluorescence; hits give low values. B-score at 10 µM. actives 1.2% (n = 310,000);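 active = ratio B-score over 3 SD below the library mean, with starting fluorescence within 5 SD of its mean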;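 note: negative B-score means less thallium flux so channel inhibition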
RGS4 block = human RGS4 inhibition. P49798. HEK293 M3R/RGS4 inducible, Fluo-4 calcium flux; hits give high values; triggered by carbachol at its EC20. B-score at 10 µM. actives 0.45% (n = 310,000);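 active = B-score, a plate-corrected calcium signal, over three deviations above library mean, with baseline fluorescence within five deviations of library mean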;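 note: RGS4 expression induced by doxycycline in cells with stable M3 receptor; B-score is computed from the integrated fluorescence ratio over baseline after carbachol; higher B-score means a larger calcium signal and so more RGS4 inhibition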
Target sequence (P49798 whole entry, looked up): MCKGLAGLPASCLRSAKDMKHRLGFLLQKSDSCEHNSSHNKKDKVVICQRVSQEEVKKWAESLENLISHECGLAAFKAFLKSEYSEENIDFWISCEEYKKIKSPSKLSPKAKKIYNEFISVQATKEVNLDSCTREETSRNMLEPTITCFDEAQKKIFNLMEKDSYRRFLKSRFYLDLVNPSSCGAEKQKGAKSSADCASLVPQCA
SKKanGAS inh = inhibitors of SKKanGAS S. pyogenes growth in kanamycin (SK-promoter or general growth effect); BacTiter-Glo, 6 h; inhibition, % at 7.5 µM; actives 1.3% (n = 300,000);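 active = mean replicate score, as percent of positive control median, at least 50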;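 note: strain carries kanamycin resistance gene driven by streptokinase promoter and grows in 40 µg/ml kanamycin; loss of luminescence reflects streptokinase promoter inhibition or plain growth inhibition; 0% = median of DMSO wells and 100% = positive control at its reference dose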
HDAC3 inhib = blocks human histone deacetylase 3; O15379; recombinant HDAC3, fluorogenic peptide/trypsin coupled, fluorescence; inhibition, % at 8.3 µM; actives 0.15% (n = 320,000); AID 2718; in the data active = inhibition above about 26%, passing the limit was not always enough
Target sequence (O15379 whole entry, looked up): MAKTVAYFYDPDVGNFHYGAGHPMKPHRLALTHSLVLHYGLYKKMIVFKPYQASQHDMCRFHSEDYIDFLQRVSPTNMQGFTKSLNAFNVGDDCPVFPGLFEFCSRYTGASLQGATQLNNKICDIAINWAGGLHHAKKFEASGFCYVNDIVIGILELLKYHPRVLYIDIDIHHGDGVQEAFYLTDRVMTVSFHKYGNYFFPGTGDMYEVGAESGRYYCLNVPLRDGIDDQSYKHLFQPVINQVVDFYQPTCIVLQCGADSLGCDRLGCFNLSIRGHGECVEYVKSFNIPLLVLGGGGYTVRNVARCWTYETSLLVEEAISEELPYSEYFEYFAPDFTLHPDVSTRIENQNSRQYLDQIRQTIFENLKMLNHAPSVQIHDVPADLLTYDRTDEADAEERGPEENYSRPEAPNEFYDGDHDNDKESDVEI
RGS4 pot = RGS4 potentiation or activation | HEK293 M3R/inducible RGS4, carbachol calcium flux Fluo4; hits give low values | B-score at 10 µM | actives 0.92% (n = 310,000) | AID 463111;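 active = B-score of the integrated calcium signal more than 4 SD below the library mean, with starting fluorescence not abnormally high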;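 note: negative B-score means reduced calcium response which marks RGS4 activation or potentiation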
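Material: Inducible-RGS4 HEK293 cells carrying M3 receptor; also added: carbachol at ECmax as muscarinic agonist stimulus; incubation: compound preincubation 20 min at room temperature before agonist; signal: Fluo4-AM (2 µM) calcium-flux fluorescence, kinetic read; measure: integrated calcium ratio converted to B score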
TMEM16A act = activates or potentiates the mouse TMEM16A chloride channel. Q8BHY3. HEK293 TMEM16A/YFP-H148Q/I152L, iodide quench fluorescence; hits give low values. B-score at 10 µM. actives 0.3% (n = 340,000). AID 623877;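 active = fluorescence-ratio B-score plate-corrected deviation score at least 3 library SD below zero, with starting fluorescence score within 5 deviations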;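 note: channel opened by trigger with iodide after compound preincubation; score built on the fluorescence ratio of max minus min over baseline; more negative score means more quench and so TMEM16A activation or potentiation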
hERG protect = shields human hERG channel from block by proarrhythmic agents. Q12809. CHO-hERG, FluxOR thallium flux, dofetilide IC70 present. activation (rescue from dofetilide block), less the hit threshold, % at 10 µM. actives 0.51% (n = 310,000). AID 1511;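 active = activation above the mean of controls blocked by dofetilide plus 5 SD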;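 note: thallium influx through hERG after potassium depolarization seen as dye fluorescence rise; in these data hits start at about 4.7%; inactives centre near -7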
ANO1 block = blocks the mouse calcium-activated chloride channel TMEM16A; Q8BHY3; AID 588511; actives 1.2% (n = 310,000); normalized B-score (activity score, 25-100; higher = stronger inhibition) at 10 µM; HEK293 TMEM16A/YFP iodide influx fluorescence, ionomycin;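 active = ratio plate-corrected score three or more library SD toward inhibition, starting fluorescence score within five deviations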;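 note: score derived from kinetic fluorescence span divided by baseline fluorescence per well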
KCNQ1 inh = blocks the human KCNQ1 potassium channel | CHO-K1 KCNQ1, FluxOR thallium flux fluorescence; hits give high values | B-score at 10 µM | actives 1.3% (n = 310,000) | P51787;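 active = compounds whose thallium flux B-score, printed positive for inhibition, exceeds three library SD while starting fluorescence stays within three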;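 note: channel opened by potassium depolarization with thallium stimulus after 20 min compound exposure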
The depositor's hits bear a star; i = inactive; . = no result given; & = joins results of further samples.

SMILES	KCNQ1 pot	KCNK3 inh	KCNK9 block	RGS4 block	SKKanGAS inh	HDAC3 inhib	RGS4 pot	TMEM16A act	hERG protect	ANO1 block	KCNQ1 inh
Cc1cc(C(F)(F)F)nn1CC(=O)NNC(=S)Nc1ccc(Cl)cc1	i	i	i	i	-2	1	i	i	-3	i	i
COc1ccc(-c2nc(NC(=O)c3ccc(OCC(=O)N4CCOCC4)c(OC)c3)sc2C)cc1	i	i	i	i	20	-1	i	i	-8	i	i
CS(=O)(=O)N1CCN(c2ccc([N+](=O)[O-])c(SCc3ccco3)c2)CC1	i	i	i	i	6	-3	i	i	-12	i	i
Cc1nn(-c2ccccc2)c(C)c1NC(=O)COC(=O)c1cccc(OC(F)F)c1	i	i	i	i	19	3	-8.4*	i	-20	i	i
CCCC(=O)Nc1nnc(-c2ccc3c(c2)OCCO3)o1	i	i	i	i	-1	-1	i	i	-14	i	i
COc1ccc(CSCC(=O)NCCC(C)C)cc1	i	i	i	i	-4	4	i	i	1	i	i
CCCCCn1c(C(Cc2ccccc2)NC(=O)COC)nc2ccccc21 (stereo not given)	i	i	i	i	-4	2	i	i	-5	i	i
COc1cccc(OC)c1OCCCNC1CCCC1	i	i	i	i	-14	-3	i	i	-9	i	i
OC[C@H]1O[C@@H](Oc2cc(O)cc(/C=C/c3ccc(O)cc3)c2)[C@H](O)[C@@H](O)[C@@H]1O	i	.	i	i	-5	3	i	.	-6	i	i
Cc1cc(C)c2nc(N3CCC(C(=O)N4CCCC4)CC3)sc2c1	i	i	i	i	1	2	i	i	-13	i	i
CCOC(=O)c1c(N2CCN(c3ccccc3)CC2)cc(C)nc1C	i	i	i	i	6	-1	i	i	-9	i	i
CC(=O)c1cccc(N(CC(=O)NC2CCCCC2)C(=O)CCC(=O)Nc2nc(C)cs2)c1	i	i	i	i	2	0	i	i	-10	i	i
CCc1nnc(NC(=O)CSc2nnnn2-c2cccc(C(C)=O)c2)s1	i	i	i	i	0	1	i	i	-11	i	i
Cn1c(CSCc2ccc(Cl)cc2)n[nH]c1=S	i	i	i	i	4	3	i	i	-13	i	i
COc1cc(/C(C)=N/Nc2ccc(C(=O)O)cc2)cc(OC)c1OC	i	i	i	i	19	2	i	i	-9	i	i
CC1=C(C(=O)NCCCOC(C)C)C2(CCC(C)CC2)OC1=O (stereo not given)	i	i	i	i	-2	-3	i	i	-7	i	i
CCn1c(=S)sc2c(=O)n(CC(=O)Nc3cc(OC)ccc3OC)c(C)nc21	i	i	i	i	0	9	i	i	-7	i	i
O=C(O)/C(=C\c1ccco1)NC(=O)c1cccc2ccccc12	i	i	i	i	7	1	i	i	-11	i	i
COc1cc(CSc2nnnn2-c2ccc(C)cc2)cc(OC)c1OC	i	i	i	i	-1	4	i	i	-20	i	i
COc1ccc(S(=O)(=O)Nc2ccccc2OC)cc1NC(=O)c1cc2ccccc2oc1=O	i	i	i	i	25	4	i	i	-5	i	i

Another view of part of the listing above:
> CC1=C(C(=O)NCCCOC(C)C)C2(CCC(C)CC2)OC1=O (stereo not given)
  KCNQ1 pot: i	KCNK3 inh: i	KCNK9 block: i	RGS4 block: i	SKKanGAS inh: -2	HDAC3 inhib: -3	RGS4 pot: i	TMEM16A act: i	hERG protect: -7	ANO1 block: i	KCNQ1 inh: i

> CCn1c(=S)sc2c(=O)n(CC(=O)Nc3cc(OC)ccc3OC)c(C)nc21
  KCNQ1 pot: i	KCNK3 inh: i	KCNK9 block: i	RGS4 block: i	SKKanGAS inh: 0	HDAC3 inhib: 9	RGS4 pot: i	TMEM16A act: i	hERG protect: -7	ANO1 block: i	KCNQ1 inh: i

> O=C(O)/C(=C\c1ccco1)NC(=O)c1cccc2ccccc12
  KCNQ1 pot: i	KCNK3 inh: i	KCNK9 block: i	RGS4 block: i	SKKanGAS inh: 7	HDAC3 inhib: 1	RGS4 pot: i	TMEM16A act: i	hERG protect: -11	ANO1 block: i	KCNQ1 inh: i

> COc1cc(CSc2nnnn2-c2ccc(C)cc2)cc(OC)c1OC
  KCNQ1 pot: i	KCNK3 inh: i	KCNK9 block: i	RGS4 block: i	SKKanGAS inh: -1	HDAC3 inhib: 4	RGS4 pot: i	TMEM16A act: i	hERG protect: -20	ANO1 block: i	KCNQ1 inh: i

More results follow:
SMILES	KCNQ1 pot	KCNK3 inh	KCNK9 block	RGS4 block	SKKanGAS inh	HDAC3 inhib	RGS4 pot	TMEM16A act	hERG protect	ANO1 block	KCNQ1 inh
COc1cccc(CNC(=O)CC2Sc3ccccc3NC2=O)c1 (stereo not given)	i	i	i	i	4	2	i	i	-11	i	i
Cc1ccc(C(=O)Oc2ccccc2N2C(=O)C3CCCCC3C2=O)cc1 (stereo not given)	i	i	i	i	-2	5	i	i	-17	i	i
COc1ccc(OC)c(C(=O)CC2OC(=O)c3ccccc32)c1 (stereo not given)	i	i	i	i	0	5	i	i	-4	i	i
Nc1c(C(=O)c2ccc(Cl)cc2)sc2nsc(SCCN3CCOCC3)c12	i	i	i	i	29	4	i	i	-12	i	i
CCCCn1c(=O)[nH]c(=O)c2c1nc(-c1ccc(-c3ccc(F)cc3)o1)n2C	i	.	i	i	13	0	i	.	-8	i	i
CC1(C)Cc2c(sc3ncn4c(=S)[nH]nc4c23)CO1	i	i	i	i	-8	15	i	i	-14	i	i
CCOC(=O)C1=C(c2ccccc2)Nc2ncnn2C1c1ccc(O)cc1 (stereo not given)	i	i	i	i	-8	10	i	i	-8	i	i
C=CCNC(=O)c1c[nH]c2ccc(S(=O)(=O)N(C)c3ccc(OCC)cc3)cc2c1=O	i	i	i	i	4	8	i	i	-1	i	i
CCSc1nc2ccccc2n1C(=O)/C=C\c1ccc(OC)c(OC)c1	i	i	i	14*	6	-3	i	i	-5	i	i
Cn1cccc1Cc1nnc(SCC(=O)N2CCc3ccccc32)n1-c1ccc(F)cc1	i	i	i	i	-11	0	i	i	-9	i	i
CN(C)S(=O)(=O)c1ccc(NC(=O)CN2C(=O)NC3(CCCC3)C2=O)cc1	i	i	i	i	6	1	i	i	-3	i	i
Cc1cc(C)cc(C(=O)N2CCN(Cc3ccc4c(c3)OCO4)CC2)c1	i	i	i	i	-4	0	i	i	0	i	i
CCOC(=O)C1=C(COC(=O)COc2ccc(Br)cc2)NC(=O)NC1C (stereo not given)	i	i	i	i	0	-3	i	i	-22	i	i
CC(C)c1nc2oc3c(NCC4CCCO4)ncnc3c2c2c1COC(C)(C)C2 (stereo not given)	i	i	i	i	0	.	i	i	-10	.	i
CC(=O)c1ccc(NC(=O)C2CCCN2S(=O)(=O)c2cccs2)cc1 (stereo not given)	i	i	i	i	-1	0	i	i	-14	i	i
Cc1ccc(NC(=O)c2c(C)nn(-c3ccccc3)c2Cl)c(C)c1	i	i	i	i	4	4	i	i	-2	i	i
COCCCNC(=O)Cn1cc(/C=C(\C#N)C(=O)NC2CCCC2)c2ccccc21	i	i	i	i	-2	-2	i	i	-8	i	i
O=C(Nc1ccncc1)C1CCC(CNS(=O)(=O)c2cccc3nsnc23)CC1 (stereo not given)	i	i	i	i	0	3	i	i	-8	i	i
O=C(CCc1nnc(-c2ccc3c(c2)OCO3)o1)N(Cc1ccncc1)CC1CCCO1 (stereo not given)	i	i	i	i	-1	0	i	i	-8	i	i
CC1(C(=O)N2CCC(CC3CC(c4ccc(Cl)cc4)=NO3)(C(=O)NCC3CCCCC3)CC2)CC1 (stereo not given)	i	i	i	i	8	5	i	i	-7	i	i
c1ccc(-c2nc3ccccc3s2)nc1	i	i	i	i	-1&-1	4&-2	i	i	-3&-3	i	i
Cc1ccc(F)cc1NC(=O)N1c2ccccc2NC(=O)CC1C (stereo not given)	i	i	i	i	-12	10	i	i	-4	i	i
COc1ccc(CC(=O)Nc2ccc(-c3noc(-c4ccc(Cl)cc4)n3)cc2)cc1	i	i	i	i	6	-1	i	i	-6	i	i
O=C(CCN1C(=O)c2ccccc2C1=O)C1=NN[C@@H]2C(=O)N(c3cccc(Cl)c3)C(=O)[C@H]12	i	i	i	i	2	4	i	i	-18	i	i
Cc1cc(-c2ccc(C(C)C)c(S(=O)(=O)N3CCOc4ccccc43)c2)on1	i	-12*	-6.7*	i	20	11	i	i	-8	i	7*
O=c1c2cc(Br)ccc2nc(-c2ccc(Cl)cc2)n1O	104*	i	i	i	89*	2	i	i	35*	25*	i
Cn1c(NC(=O)C2CCCC2)cc(=O)n(C)c1=O	i	i	i	i	0	-6	i	i	-15	i	i
NC(N)=NN=C1c2ccccc2-c2ccccc21	i	i	i	i	-5	3	i	i	-8	i	i
CCOC(=O)c1sc(/N=C/N(C)C)c(C(=O)OCC)c1C	i	i	i	i	-2	5	i	i	-10	i	i
CCOC(=O)C1CCCCN1Cc1ccc(-c2ccccc2)cc1 (stereo not given)	i	i	i	i	4	3	i	i	-9	i	i
O=[N+]([O-])c1cc(Br)cc(/C=N/n2cnnc2)c1O	i	i	i	i	-12	.	i	i	4	i	i
O=C(Cc1ccc([N+](=O)[O-])cc1)NCc1ccc2c(c1)OCO2	i	i	i	i	-2	.	i	i	-3	i	i
C=C(C)Cn1c(-c2ccc(OC)cc2)nc2ccccc21	i	i	i	i	1	6	i	i	-13	i	i
Cc1cnc(NC(=O)c2cc3c(s2)CCCC3)s1	i	i	i	i	20	8	i	i	-8	i	i
CC(NC(=O)c1cccs1)C(c1cccs1)N1CCN(c2ccccc2)CC1 (stereo not given)	i	i	i	i	2	2	i	i	-2	i	i
CC(C)(C)c1ccc(CN2N=C(/C=C/c3ccccc3)CCC2=O)cc1	i	i	i	i	27	1	i	i	-10	i	i
O=C(CCCN1C(=O)c2ccccc2C1=O)N1CCCCC1	i	i	i	i	-5	-12	i	i	-10	i	i
Cc1ccc(NC(=S)NCCC2=CCCCC2)cc1	i	i	i	i	7	-2	i	i	-4	i	i
NC(=O)CC(NC(=O)c1cccc(Br)c1)c1ccc(NCC2CC2)c([N+](=O)[O-])c1 (stereo not given)	i	i	i	i	-2	11	i	i	-6	i	i
CC(C)(O)C#Cc1ccc(C(=O)NC(CCCNC(N)=O)C(=O)O)s1 (stereo not given)	i	i	i	i	-5	-2	i	i	-5	i	i
O=C(O)CC(Cn1[nH]nnc1=S)c1ccccc1 (stereo not given)	i	i	i	i	-5	14	i	i	-8	i	i
Cc1cc(C)c2c(c1)cc(C)c1nnc(SCC(=O)Nc3ccccc3N3CCOCC3)n12	i	i	i	i	-16	-3	i	i	-13	i	i
